S1P2 antag: S1P2 (human) receptor antagonism | O95136 | cell-based S1P2 antagonist assay, inhibition at 5 uM | inhibition, % at 5 µM | 97,000 compounds, 0.21% hits | AID 736; in the data active = inhibition above about 45%;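 also: CRE beta-lactamase reporter cells expressing human S1P2 stimulated with S1P; 0% = agonist at EC80 alone and 100% = agonist plus reference antagonist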
Target sequence (O95136 whole entry, looked up): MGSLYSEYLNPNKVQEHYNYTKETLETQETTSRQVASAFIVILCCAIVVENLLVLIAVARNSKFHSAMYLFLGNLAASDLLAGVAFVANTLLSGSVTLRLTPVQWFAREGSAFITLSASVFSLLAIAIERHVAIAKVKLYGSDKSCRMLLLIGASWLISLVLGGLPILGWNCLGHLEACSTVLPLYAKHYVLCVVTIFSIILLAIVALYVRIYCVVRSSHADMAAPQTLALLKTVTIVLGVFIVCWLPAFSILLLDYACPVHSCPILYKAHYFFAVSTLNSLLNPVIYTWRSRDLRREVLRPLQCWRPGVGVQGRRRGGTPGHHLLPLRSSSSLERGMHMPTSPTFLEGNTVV
Fibroblast inh: blocks proliferation of human lung fibroblasts. viability, % at 10 µM. 85,000 compounds, 1.1% hits. LL 47 human lung fibroblast viability, ATP luminescence; active compounds read low. AID 719;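 active = viability at or below 50% in the single dose screen; inactive = viability above 50%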;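 also: compound exposure lasted 72 h before the ATP readout; 100% = median luminescence of untreated cell-only wells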
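Assay system: human lung fibroblast line LL 47, low passage. Input: 1,150 fibroblasts seeded per well. Times: overnight cell rest, 72 h compound treatment at 37 °C. Evaluation: % viability of median cell-only signal. Technique: luminescent ATP detection, CellTiter-Glo. Control set: cell-only wells, no compound.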
E coli WT exp: blocks growth of wild type E. coli BW25113 | OD600 absorbance | growth inhibition, % at 100 µM | 98,000 compounds, 0.15% hits;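 active = growth inhibition above about 50% at one test dose, limit read from the data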;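 also: growth measured after 20 h incubation at 37 °C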
PostGolgi yeast: growth inhibition of a yeast mutant, post-Golgi transport screen; AID 739; post-Golgi transport phenotypic cell assay; inhibition, % at 10 µM; 98,000 compounds, 0.9% hits;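 also: yeast cells grown in 1536-well plates; yeast grown about 18 h at 30C before absorbance read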
HUVEC inhibit: inhibitors of human endothelial cell proliferation. viability, % at 10 µM (by protocol). HUVEC proliferation, CellTiter-Glo luminescence, 72 h; active compounds read low. 86,000 compounds, 1.1% hits;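 active = viability at or below 30%; inactive = viability above 30%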;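 also: 100% = median luminescence of DMSO-only cell control wells on each plate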
PostGolgi ctrl: growth of the yeast control strain, post-Golgi counter-screen | efflux-deficient yeast background strain, growth absorbance A615, 16 h | inhibition, % at 10 µM | 98,000 compounds, 5% hits | AID 738
S1P2 ag: S1P2 (human) receptor agonism. O95136. S1P2-expressing cell line, agonist reporter read-out. activation, % at 4.5 µM. 97,000 compounds, 0.46% hits; in the data active = activation above about 16%;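 also: 0% = vehicle low control and 100% = maximal reference agonist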
hDAT+cocaine: modulates human dopamine transporter uptake under cocaine; LLC-PK1 hDAT cells, [14C]-dopamine uptake with cocaine IC80; actives deviate in either direction; B-score at 10 µM; 110,000 compounds, 1.3% hits; AID 449768;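 active = Z score or B-score, a plate-position-corrected score, falls beyond the plate's 99.7% confidence bounds, in either direction; inactive = both scores lie inside the 99.7% bounds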;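 also: scored against the spread of the other compound wells on the same plate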
Target sequence (Q01959 whole entry, looked up): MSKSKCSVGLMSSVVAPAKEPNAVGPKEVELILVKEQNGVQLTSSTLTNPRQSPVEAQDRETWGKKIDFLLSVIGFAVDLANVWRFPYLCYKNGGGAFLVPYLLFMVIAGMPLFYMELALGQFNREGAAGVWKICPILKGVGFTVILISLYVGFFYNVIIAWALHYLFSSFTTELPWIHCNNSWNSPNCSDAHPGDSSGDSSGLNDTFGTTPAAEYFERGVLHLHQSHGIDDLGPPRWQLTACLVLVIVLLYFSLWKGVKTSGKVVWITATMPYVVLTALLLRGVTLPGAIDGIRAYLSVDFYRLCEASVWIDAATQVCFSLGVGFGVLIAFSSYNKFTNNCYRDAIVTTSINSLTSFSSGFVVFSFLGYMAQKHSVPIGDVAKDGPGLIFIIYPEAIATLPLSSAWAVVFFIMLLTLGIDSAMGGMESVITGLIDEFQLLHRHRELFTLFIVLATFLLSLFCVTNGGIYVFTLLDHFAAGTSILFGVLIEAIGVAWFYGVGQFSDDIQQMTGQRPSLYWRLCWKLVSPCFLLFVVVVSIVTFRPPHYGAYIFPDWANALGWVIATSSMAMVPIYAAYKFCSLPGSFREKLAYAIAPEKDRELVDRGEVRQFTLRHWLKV
H69AR growth 86K: growth inhibitors of human H69AR lung tumor cells; viability, % at 10 µM; AID 598; H69AR lung tumor viability, ATP luminescence, 72 h; active compounds read low; 85,000 compounds, 6% hits;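 active = viability at or below 40%; inactive = viability above 40%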;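 also: multidrug resistant small cell line overexpressing MRP-1 efflux transporter; 100% = mean luminescence of untreated control wells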
An asterisk follows results filed as active; x = not tested or not shown. Rule as the data show it, unless noted: active = inhibition above about 30%; inactive = the rest.

SMILES	S1P2 antag	Fibroblast inh	E coli WT exp	PostGolgi yeast	HUVEC inhibit	PostGolgi ctrl	S1P2 ag	hDAT+cocaine	H69AR growth 86K
COCCCn1c(SCc2cccc(OC)c2)nc2cc(OC)c(OC)cc2c1=N	-9.1	x	-6.0	19.0	x	21.9	0.4	1.64	x
Clc1ccccc1C1CC(c2ccccc2)Nc2ncnn21 (configuration not stated)	12.6	x	-2.0	-1.3	x	22.5	-9.0	-0.389	x
Cc1ccc(OCC(=O)N2N=C(C(F)(F)F)CC2(O)C(C)(C)C)cc1C (configuration not stated)	12.8	79.3	0.0	-4.3	52.6	33.2*	-1.7	1.24	93.2
COC(=O)C(C(=O)Nc1cccc(C)n1)C1CCCCCC1 (configuration not stated)	-8.7	96.8	3.0	-2.1	88.7	3.1	-0.8	0.108	101.6
CCOC(=O)Cn1c(=O)c(-c2ccccc2NC)nc2ccccc21	-23.4	98.2	-12.0	1.8	81.2	5.7	-3.3	-0.324	84.2
CSCCC(NC(=O)C1CCC(C)CC1)C(=O)N1CCN(c2ccccn2)CC1 (configuration not stated)	16.4	97.4	8.0	5.7	96.4	6.9	-1.8	-0.526	73.8
CCC(CC)C(=O)Nc1cccc(C(=O)N2CCCCCC2)c1	7.1	99.4	4.0	1.1	92.6	1.3	-2.8	0.183	82.3
COc1cnc(-c2ccccc2)nc1Oc1ccc(C(C)(C)C)cc1	2.6	x	-6.0	-2.8	x	19.4	2.0	-0.615	x
Cc1csc(N(C(=O)c2cccc(S(=O)(=O)N(C)C)c2)c2ccccc2)n1	4.5	87.9	1.0	2.4	88.6	14.7	-3.5	1.7	64.4
COc1ccccc1CNC(=O)c1cnc2ccccn2c1=O	x	103.4	6.0	-2.4	92.6	25.8	x	3.51*	86.7
CCCCCCC(=O)Nc1nc(C)c(-c2csc(Nc3cccc(OC)c3)n2)s1	-0.1	x	-7.0	-3.1	x	3.5	-2.0	0.104	x
O=C(NC1CCCCC1)C(c1ccc(F)cc1)N(Cc1ccco1)C(=O)Cn1nnc2ccccc21 (configuration not stated)	9.5	94.7	-14.0	-1.4	73.9	-5.4	-2.2	0.412	71.5

As entered above.
Under PostGolgi ctrl, COCCCn1c(SCc2cccc(OC)c2)nc2cc(OC)c(OC)cc2c1=N has the entry 21.9
Under hDAT+cocaine, CSCCC(NC(=O)C1CCC(C)CC1)C(=O)N1CCN(c2ccccn2)CC1 (configuration not stated) has the entry -0.526

Next section
SMILES	S1P2 antag	Fibroblast inh	E coli WT exp	PostGolgi yeast	HUVEC inhibit	PostGolgi ctrl	S1P2 ag	hDAT+cocaine	H69AR growth 86K
Cc1ccccc1-n1c(SCc2ccccn2)nc2n[nH]c(C)c2c1=N	-24.1	x	2.0	-3.5	x	21.4	12.0	0.85	x
COc1cccc(Oc2cncnc2-c2ccc(OC)cc2O)c1	-3.8	92.9	-4.0	83.8*	89.7	56.5*	-8.5	0.69	73.1
Cc1ccc(NC(=O)CCC(C(=O)O)N2C(=O)c3ccccc3C2=O)cc1 (configuration not stated)	12.4	104.7	-2.0	-2.4	106.7	0.8	-1.2	0.494	107.8
COC(=O)c1ccccc1OCC(=O)NC1CCCCC1	-1.4	97.8	7.0	-2.4	108.7	-9.8	-3.4	-1.29	96.3
CCC1S/C(=N/C(=O)NC2CCCCC2)NC1=O (configuration not stated)	-10.8	99.3	x	x	96.4	x	-0.4	-0.785	92.5
COC(=O)C1=C(N)Oc2cc(C)n(Cc3cccnc3)c(=O)c2C1c1ccc(OC)c(OC)c1OC (configuration not stated)	4.8	99.3	1.0	6.5	97.5	6.4	-5.3	-0.541	96.6
CCCC(=O)Nc1c(O)c2ccccc2[nH]c1=O	-11.0	100.5	4.0	-3.9	110.4	-3.2	-6.7	0.751	102.9
COC(=O)c1ccc(C(=O)OC)c(NC(=O)c2cc3ccccc3o2)c1	6.4	97.2	x	x	90.6	x	-3.7	x	100.1
CCN(c1ccc(NC(=O)COC(=O)c2ccc(C)c(S(=O)(=O)N3CCOCC3)c2)cc1)C(C)C	2.2	x	1.0	-2.6	x	3.5	-8.0	0.707	x
CC(=O)c1cccc(NC(=O)N2CCCC2C(=O)NCc2ccccc2)c1 (configuration not stated)	x	105.2	3.0	7.9	92.3	11.7	x	0.452	96.3
CCn1cc(C(=O)Nc2ccc(OC)c(OC)c2)c2cc(OC)c(OC)cc2c1=O	-33.9	104.3	-10.0	-2.2	95.5	-1.2	22.1*	1.07	79.4
Cc1nn(CC(O)COc2ccc3c(c2)CCC3)c(C)c1C (configuration not stated)	-10.6	96.9	8.0	-6.8	92.0	9.4	-1.3	-0.0464	83.9
CC(C)CC(=O)N1CCC(O)(CS(=O)(=O)Cc2ccc(Cl)cc2)CC1	14.9	x	-5.0	2.9	x	15.7	-2.5	-0.643	x
NC(=O)C1CCCN(S(=O)(=O)c2ccccc2)C1 (configuration not stated)	8.7	96.9	-2.0	-2.3	99.3	4.6	-8.4	0.799	101.0
COc1ccc(NC(=O)c2ccco2)cc1NC(=O)c1ccc(Br)o1	11.7	104.2	-12.0	-12.9	82.2	3.9	-7.7	0.674	57.0
O=C1c2ccccc2C(O)(Cc2ccccc2)N1CCCN1CCOCC1 (configuration not stated)	x	99.7	5.0	-6.4	91.6	8.0	x	0.278	104.8
CCCCNC(=O)CCNS(=O)(=O)c1ccc(C)cc1	3.2	87.7	3.0	26.4	87.0	0.3	-5.2	0.494	101.9
CCC(C)(C)n1nnnc1C(c1cc2cc(OC)c(OC)cc2[nH]c1=O)N1CCc2ccccc21 (configuration not stated)	7.5	99.8	-8.0	-1.3	93.4	2.7	-3.9	1.08	81.3
CCn1nc(C)c(C(=O)Nc2cc(Oc3ccc(Cl)cc3)cc([N+](=O)[O-])c2)c1C	-18.6	x	-9.0	-12.3	x	8.0	-2.0	0.00206	x
CCOC(=O)C1=C(C)Nc2nnnn2C1c1ccccc1Cl (configuration not stated)	-4.5	96.7	x	x	94.8	x	-2.5	-1.21	85.6
CC1CC(C)CN(CCCn2c(=S)[nH]c3ccccc3c2=O)C1 (configuration not stated)	-22.0	90.2	-3.0	-3.1	91.8	7.3	-2.9	1.03	98.5
CC1Cc2ccccc2N1Cc1nc2cc(Cl)ccc2c(=O)[nH]1 (configuration not stated)	-7.2	81.5	-4.0	-14.1	74.1	9.8	-8.2	0.000897	25.3*
Cc1cc(C)c(S(=O)(=O)O)c(C)n1	28.1	101.1	1.0	14.4	99.0	5.4	-6.8	-0.397	102.0
CCOC(=O)c1c(NC(=O)CCN2C(=O)c3ccccc3C2=O)sc(C(=O)OC(C)C)c1C	-13.6	x	-4.0	-4.2	x	-7.5	-6.9	0.0648	x
O=C(Nc1nc(-c2ccncc2)cs1)c1ccc(S(=O)(=O)N2CCOCC2)cc1	1.7	86.5	-14.0	-1.4	50.3	4.7	-13.4	x	82.2
CC(CN(C)Cc1ccccc1)OC(=O)c1ccc2c(c1)OCCO2 (configuration not stated)	x	96.7	2.0	3.5	107.6	1.3	x	-0.528	76.7
CN(C)c1cc(O)c(C(=S)Nc2ccccc2)c(N(C)C)c1	-7.1	86.8	1.0	9.6	87.5	7.5	-4.8	x	73.8
O=C(NC1CCCCCCC1)c1ccco1	-1.6	101.7	7.0	9.3	93.0	5.9	-4.1	-0.573	102.6
O=C(CN1C2=NCCN2c2ccccc21)N1CCOCC1	-12.9	101.1	-6.0	4.7	97.1	0.9	0.5	-0.834	104.4
COCCn1c(=NC(=O)CSC(C)=O)sc2cc(OC)ccc21	x	89.9	0.0	-1.1	62.2	6.6	x	-1.32	65.4
CN(C1CCS(=O)(=O)C1)S(=O)(=O)c1ccc(N2CCCC2=O)cc1 (configuration not stated)	-11.6	97.0	0.0	1.1	98.4	5.8	0.2	0.534	92.8
COc1ccc(Sc2nc3ccccc3n3c(C(F)(F)F)nnc23)cc1	7.9	x	-6.0	4.0	x	-0.1	-8.9	1.19	x
COc1cc(C(=S)N2CCCC2)cc(OC)c1O	-37.6	96.7	0.0	3.9	95.2	8.1	-5.7	-0.395	92.5
CCc1nnc(NC(=O)c2ccncc2)s1	x	101.9	-13.0	-1.3	93.7	25.0	x	-0.68	96.0
CCOC(=O)c1cc2cc(C)ccc2[nH]1	20.4	103.2	3.0	39.6*	108.4	10.2	-0.5	-1.29	96.8
Cc1ccc2c(c1)CCCN2C(=O)c1ccco1	-2.3	96.2	6.0	0.5	97.4	5.9	-0.7	-0.525	76.1

An excerpt from above in order of count of non-hydrogen atoms, falling.
SMILES	S1P2 antag	Fibroblast inh	E coli WT exp	PostGolgi yeast	HUVEC inhibit	PostGolgi ctrl	S1P2 ag	hDAT+cocaine	H69AR growth 86K
O=C(NC1CCCCC1)C(c1ccc(F)cc1)N(Cc1ccco1)C(=O)Cn1nnc2ccccc21 (configuration not stated)	9.5	94.7	-14.0	-1.4	73.9	-5.4	-2.2	0.412	71.5
CCOC(=O)c1c(NC(=O)CCN2C(=O)c3ccccc3C2=O)sc(C(=O)OC(C)C)c1C	-13.6	x	-4.0	-4.2	x	-7.5	-6.9	0.0648	x
O=C(Nc1nc(-c2ccncc2)cs1)c1ccc(S(=O)(=O)N2CCOCC2)cc1	1.7	86.5	-14.0	-1.4	50.3	4.7	-13.4	x	82.2
O=C1c2ccccc2C(O)(Cc2ccccc2)N1CCCN1CCOCC1 (configuration not stated)	x	99.7	5.0	-6.4	91.6	8.0	x	0.278	104.8
COc1ccc(Sc2nc3ccccc3n3c(C(F)(F)F)nnc23)cc1	7.9	x	-6.0	4.0	x	-0.1	-8.9	1.19	x
CC(C)CC(=O)N1CCC(O)(CS(=O)(=O)Cc2ccc(Cl)cc2)CC1	14.9	x	-5.0	2.9	x	15.7	-2.5	-0.643	x
CN(C1CCS(=O)(=O)C1)S(=O)(=O)c1ccc(N2CCCC2=O)cc1 (configuration not stated)	-11.6	97.0	0.0	1.1	98.4	5.8	0.2	0.534	92.8
CC1CC(C)CN(CCCn2c(=S)[nH]c3ccccc3c2=O)C1 (configuration not stated)	-22.0	90.2	-3.0	-3.1	91.8	7.3	-2.9	1.03	98.5
Clc1ccccc1C1CC(c2ccccc2)Nc2ncnn21 (configuration not stated)	12.6	x	-2.0	-1.3	x	22.5	-9.0	-0.389	x
COC(=O)c1ccccc1OCC(=O)NC1CCCCC1	-1.4	97.8	7.0	-2.4	108.7	-9.8	-3.4	-1.29	96.3
Cc1cc(C)c(S(=O)(=O)O)c(C)n1	28.1	101.1	1.0	14.4	99.0	5.4	-6.8	-0.397	102.0

More records:
SMILES	S1P2 antag	Fibroblast inh	E coli WT exp	PostGolgi yeast	HUVEC inhibit	PostGolgi ctrl	S1P2 ag	hDAT+cocaine	H69AR growth 86K
CCOc1ccc(C2C(C(=O)Nc3ccc(F)cc3)=C(C)Nc3nc(CCCO)nn32)cc1 (configuration not stated)	17.6	91.2	3.0	-2.7	97.7	4.4	-3.1	-0.00977	42.4
O=C1c2ccccc2CN1CCNS(=O)(=O)c1ccc(Cl)cc1	12.6	88.9	4.0	13.7	88.0	7.1	-5.0	-0.0318	84.1
CC(C)Cn1c(=O)c(C(=O)Nc2ccccc2S(N)(=O)=O)c(O)c2ccccc21	x	x	-3.0	3.6	x	30.1*	x	0.617	x
CCOC(=O)Nc1ccc(S(=O)(=O)NCc2ccccc2)cc1	18.1	94.8	-3.0	-1.1	101.4	5.5	-2.1	-0.294	x
Cc1csc(NC(=O)CSc2nnc3c4ccccc4nc(C(C)(C)C)n23)n1	-3.1	x	-10.0	-9.5	x	12.3	-4.9	0.0439	x
CCOC(=O)c1oc2c(c1C)/C(=N/O)CCC2	1.6	x	-2.0	-6.8	x	2.5	3.6	0.253	x
COc1cc(OC)c(C2C(C#N)=C(N)Oc3cc(C)n(CCCN4CCOCC4)c(=O)c32)cc1OC (configuration not stated)	8.2	63.1	6.0	1.5	94.2	29.2	-2.2	-0.289	80.3
O=C(CN1C(=O)CSC1=O)Nc1ccccc1N1CCOCC1	-2.8	95.5	5.0	6.0	97.8	-8.5	-4.7	0.0683	94.1
O=C(O)c1ccccc1S(=O)CCO (configuration not stated)	-2.8	101.9	-2.0	-0.8	98.8	-0.8	-3.5	-0.341	103.1

Bioassay records deposited in PubChem BioAssay by several laboratories.
